Compound activity from PubChem.
Abeta rescue: restores growth of yeast expressing A-beta42 peptide; yeast expressing A-beta42, growth rescue, OD600, 48 h; response scale: 0% DMSO, 100% iron-clioquinol control; Potency, µM (series often up to 46.1 µM), without a hit: at the highest dose growth rescue, actives largely listed as activators; 410,000 compounds, 0.063% hits; AID 1347071; note: potency is the fitted concentration of half-maximal effect; nearly all actives have a fitted effect of over 55% in size
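Yeast growth medium received pinned compounds, then yeast cells expressing toxic A-beta were added; plates incubated at 30 C for 48 hr. Growth read as absorbance at 600 nm, normalized to DMSO and equimolar FeCl3 plus clioquinol controls.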
PTHR1 ag: PTHR1 (human) receptor agonism | HEK293 GP2 PTHR1 cells, GloSensor cAMP luminescence, 1 h | Potency, µM (highest dose often 115 µM), for inactives: at the highest dose activation, actives largely listed as activators | 410,000 compounds, 0.075% hits | AID 743266; note: potency is the fitted concentration of half-maximal effect; nearly all actives have a fitted effect of over 55% in size; some results filed as inactive show a strong effect at the top dose; inactives centre near -15; many of its hits are not listed in these tables
Target sequence (Q03431 whole entry, looked up): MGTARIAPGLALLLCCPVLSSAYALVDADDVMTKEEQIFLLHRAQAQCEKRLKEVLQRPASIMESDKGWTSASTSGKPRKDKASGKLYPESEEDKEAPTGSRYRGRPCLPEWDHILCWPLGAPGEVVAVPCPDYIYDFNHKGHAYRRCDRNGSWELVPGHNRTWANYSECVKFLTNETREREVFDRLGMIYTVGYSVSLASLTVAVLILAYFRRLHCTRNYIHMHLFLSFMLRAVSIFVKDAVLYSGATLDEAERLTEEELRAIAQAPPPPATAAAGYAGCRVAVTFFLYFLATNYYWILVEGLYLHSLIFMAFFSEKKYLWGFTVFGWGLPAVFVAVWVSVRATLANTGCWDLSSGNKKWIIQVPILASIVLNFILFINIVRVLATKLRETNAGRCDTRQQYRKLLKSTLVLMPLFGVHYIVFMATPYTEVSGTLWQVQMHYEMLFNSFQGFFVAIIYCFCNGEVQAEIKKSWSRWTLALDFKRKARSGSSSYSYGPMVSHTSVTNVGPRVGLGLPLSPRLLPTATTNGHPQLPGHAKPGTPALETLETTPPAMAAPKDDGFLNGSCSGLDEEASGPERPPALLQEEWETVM
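HEK-293-derived GP2 cells expressing PTHR1 and a GloSensor cAMP reporter, 3,000/well, plated overnight, given luciferin plus IBMX (each 0.5 mM as added) for 1 h at 37 °C, then compound for 1 h at 37 °C. Luminescence was read after 15 min at room temperature.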
aSyn rescue: inhibitors of alpha-synuclein toxicity in yeast; AID 652106; Yeast expressing alpha-synuclein, growth rescue, BacTiter-Glo, 24 h; Potency, µM (series often up to 46.1 µM), for the others: at the highest dose growth rescue (activation), hits mostly activators; 370,000 compounds, 0.14% hits; note: potency is the fitted concentration of half-maximal effect; % of control where 0% means no effect; nearly all actives have a fitted effect of over 65% in size
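Rescue of yeast growth: cells expressing toxic alpha-synuclein, induced in galactose at OD600 0.02, incubated with compound 24 h at 30 C. ATP luminescence quantified growth; inhibitors of toxicity appear as activators.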
GLP1R cytotox: cytotoxicity counter-screen for GLP-1 receptor inverse agonists | Potency, µM (highest dose often 38.3 µM), without a hit: at the top dose activity change, negative = inhibition, usual class: inhibitors | 410,000 compounds, 0.13% hits | HEK293 cAMP-luciferase reporter cells, luminescence, 24 h | AID 624418;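 note: loss of luciferase light is scored as toxicity; potency is the fitted concentration of half-maximal effect; % is set by controls: 0 for no effect and ±100 for the full control effect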
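To flag toxic compounds, the library was rerun on cells for 24 hr at 37 deg C and 5% CO2. Viability-linked luminescence was captured 12 min after adding luciferase detection reagent.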
TDP-43 yeast inh: rescues yeast growth from TDP-43 toxicity; AID 652104; Potency, µM (doses to about 46.1 µM), for inactives: at the top dose growth rescue (activation), most hits filed as activators; 410,000 compounds, 1.8% hits; TDP-43 expressing yeast growth rescue, BacTiter-Glo, 24 h; note: potency is the fitted concentration of half-maximal effect; % of control where 0% means no effect; nearly all actives have a fitted effect of over 50% in size
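Readout is BacTiter-Glo luminescence of cell growth, so inhibitors register as activators. TDP-43-expressing yeast at OD600=0.02 in galactose medium, after raffinose pregrowth to mid-log, were incubated with compound for 24 hr at 30 deg C.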
GLP1R inv ag: acts as inverse agonist at human GLP-1 receptor. P43220. HEK293 GLP-1R CRE-luciferase, luminescence, 24 h; GLP-1R form is constitutively active. Potency, µM (doses to about 38.3 µM), for the others: at the top dose activity change, negative = inhibition, hits mostly inhibitors. 410,000 compounds, 1.6% hits; note: potency is the fitted concentration of half-maximal effect; % is set by controls: 0 for no effect and ±100 for the full control effect; nearly all actives have a fitted effect of over 55% in size
Target sequence (P43220 whole entry, looked up): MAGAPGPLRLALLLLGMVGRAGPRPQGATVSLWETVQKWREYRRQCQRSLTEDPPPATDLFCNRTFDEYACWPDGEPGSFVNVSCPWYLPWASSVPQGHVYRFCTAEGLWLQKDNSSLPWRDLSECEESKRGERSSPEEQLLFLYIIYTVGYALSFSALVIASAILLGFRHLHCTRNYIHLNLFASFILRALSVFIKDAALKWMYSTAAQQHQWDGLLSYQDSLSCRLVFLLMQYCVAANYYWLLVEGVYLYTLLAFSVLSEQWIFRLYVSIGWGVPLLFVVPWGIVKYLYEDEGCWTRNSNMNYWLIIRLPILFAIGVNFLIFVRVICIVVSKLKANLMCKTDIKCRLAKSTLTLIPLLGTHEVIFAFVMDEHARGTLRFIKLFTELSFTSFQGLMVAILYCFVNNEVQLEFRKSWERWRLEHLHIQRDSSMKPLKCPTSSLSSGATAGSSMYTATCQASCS
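Seeding at 200 cells/uL, 12 h culture, 24 hr compound treatment, then luciferase reagent and a luminescence read; cells are HEK293 stably expressing a constitutively active GLP-1R plus cAMP-responsive luciferase.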
pAkt inh: Akt phosphorylation inhibition; 360,000 compounds, 0.32% hits; activity change, % for hits at 50 µM; Neuro2A IGF-stimulated pAkt S473 HTRF, 20 min; stronger effect = lower value; in the data active = activity change below about -80%; inconclusive = mostly about -51% to -80%; note: % is set by controls: 0 for no effect and ±100 for the full control effect
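Single-point screen (50 µM final compound) in Neuro2A cells stimulated 20 min with 6 nM IGF at 37 deg C. After lysis, Ser473-phosphorylated Akt read by HTRF (ex 330 nm, em 615/665 nm) as the 665/615 ratio.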
Mm-Cpn inhibitor: blocks the Methanococcus maripaludis chaperonin Mm-Cpn; Potency, µM (doses to about 76.9 µM), for the others: at the highest dose activity, negative = inhibition, most hits filed as inhibitors; AID 504842; 330,000 compounds, 0.031% hits; purified Mm-Cpn ATPase, ADP Transcreener TR-FRET; note: potency is the fitted concentration of half-maximal effect; % is set by controls: 0 for no effect and ±100 for the full control effect; nearly all actives have a fitted effect of over 80% in size
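TR-FRET (320 nm excitation; 590 and 665 nm emission) reports ADP made from 10 uM ATP by 25 nM enzyme; compounds were preincubated 10 min, reaction run 30 min, both at 37°C.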
FUS yeast rescue: FUS proteinopathy suppression in yeast. S. cerevisiae FUS-expressing, growth rescue, OD600, 24 h. Potency, µM (titrated, usually from 76.6 µM), inactives show at the top dose growth rescue (activation), usual class: activators. 390,000 compounds, 0.24% hits. AID 1347120;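 note: potency is the fitted concentration of half-maximal effect; plate controls were DMSO vehicle for no effect and reference control for full effect; nearly all actives have a fitted effect of over 55% in size; some results filed as inactive show a strong effect at the top dose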
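Compound concentration series was pinned onto galactose-induced FUS-expressing yeast seeded at OD 0.005. Plates sat 24hr at 30C; absorbance at 600 nm gave growth. DMSO served as background control.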
The depositor's hits bear a star; & = joins results of further samples; [ ] = another dose, or the depositor's remark. Unless noted, calls come from the whole dose curve; as a rule, active = well fitted curve in the direction sought with a large enough effect; inconclusive = small, poorly fitted or top-dose-only effect, or another doubt; inactive = no such curve, though single readings can be large; an effect the other way counts as inactive or inconclusive. Not all compounds are listed; the hit share may differ from the screen's.

For Cc1cc(=O)[nH]c(SCC(=O)N2C(C)CCCC2C)n1 (stereo unspecified) the results were Abeta rescue -12%, PTHR1 ag inactive, aSyn rescue 3%, GLP1R cytotox 1%, TDP-43 yeast inh -14%, GLP1R inv ag 16%, pAkt inh inactive, Mm-Cpn inhibitor 3% and FUS yeast rescue 14%.
N#Cc1ccc(/C=C(\C(=O)C(=O)O)c2ccc3ccccc3n2)cc1 was read as Abeta rescue 15%, PTHR1 ag -1%, aSyn rescue -9%, GLP1R cytotox 15%, TDP-43 yeast inh 14%, GLP1R inv ag 25%, pAkt inh inactive, Mm-Cpn inhibitor 3% and FUS yeast rescue 0%.
CCC1C(=O)N=C(SCC(=O)Nc2nc3ccccc3s2)NC1=O (stereo unspecified) was read as Abeta rescue -5%, PTHR1 ag inactive, aSyn rescue -1%, GLP1R cytotox 0%, TDP-43 yeast inh -15%, GLP1R inv ag 6%, pAkt inh inactive, Mm-Cpn inhibitor 2% and FUS yeast rescue 18%.
COc1ccc(N(CC(=O)NCc2cccs2)S(=O)(=O)c2ccc(C(C)=O)cc2)cc1 was read as Abeta rescue -1%, PTHR1 ag -23%, aSyn rescue 0%, GLP1R cytotox 1%, TDP-43 yeast inh 28%, GLP1R inv ag 4%, pAkt inh inactive and FUS yeast rescue 5%.
Screening Cc1cccc(N(C)S(=O)(=O)c2c(C)[nH]c(C)c2C(=O)N2CCCC2)c1 returned Abeta rescue 8%, PTHR1 ag inactive, aSyn rescue 10%, GLP1R cytotox 5%, TDP-43 yeast inh -9%, GLP1R inv ag -3%, pAkt inh inactive, Mm-Cpn inhibitor 0% and FUS yeast rescue -12%.
Screening CCN(CC)CCCN1C(=O)C(O)=C(C(=O)c2sc(C)nc2C)C1c1ccco1 (stereo unspecified) returned Abeta rescue 1%, PTHR1 ag inactive, aSyn rescue -11%, GLP1R cytotox -8%, TDP-43 yeast inh -16%, GLP1R inv ag 16%, pAkt inh inactive, Mm-Cpn inhibitor 2% and FUS yeast rescue 23%.
`Cc1ccnc(SCC(=O)NC2CCCCCC2)n1` gave Abeta rescue 5%, PTHR1 ag inactive, aSyn rescue -1%, GLP1R cytotox -1%, TDP-43 yeast inh 16%, GLP1R inv ag 25%, pAkt inh inactive, Mm-Cpn inhibitor -3% and FUS yeast rescue 16%.
For O=C(CSc1nnc(NC(=O)C2CCC2)s1)Nc1ccccc1F the results were Abeta rescue -9%, PTHR1 ag inactive, aSyn rescue -1%, GLP1R cytotox 3%, TDP-43 yeast inh 9%, GLP1R inv ag 16%, pAkt inh inactive, Mm-Cpn inhibitor -17% and FUS yeast rescue 12%.
For Cc1ccc(NC(=O)Cn2nc(C(=O)O)c3ccccc3c2=O)cc1S(=O)(=O)N1CCOCC1 the results were Abeta rescue -7%, PTHR1 ag -38%[inhibitor], aSyn rescue 9%, GLP1R cytotox -9%, TDP-43 yeast inh 19%, GLP1R inv ag 36%[activator], pAkt inh inactive, Mm-Cpn inhibitor -7% and FUS yeast rescue -16%.
NC(=O)C1(N2CCCCC2)CCN(C(=S)Nc2ccc(Cl)cc2)CC1 was read as Abeta rescue -2%, PTHR1 ag inactive, aSyn rescue -7%, GLP1R cytotox 5%, TDP-43 yeast inh -10%, GLP1R inv ag 26%, pAkt inh inactive, Mm-Cpn inhibitor 2% and FUS yeast rescue 9%.
Screening CC(C)(C)C(=O)Nc1nc2c(s1)CN(Cc1ccccc1)CC2 returned Abeta rescue -15%, PTHR1 ag -4%, aSyn rescue -5%, GLP1R cytotox 54%[activator], TDP-43 yeast inh -30%, GLP1R inv ag inconclusive, pAkt inh inactive, Mm-Cpn inhibitor -8% and FUS yeast rescue 7%.
`CCCC(=O)NCc1nc2ccccc2n1C` gave Abeta rescue 8%, PTHR1 ag inactive, aSyn rescue -1%, GLP1R cytotox 6%, TDP-43 yeast inh -7%, GLP1R inv ag 0%, pAkt inh inactive, Mm-Cpn inhibitor 1% and FUS yeast rescue 8%.
CN(C)N1C(N)=C(C#N)C(c2cccc([N+](=O)[O-])c2)C2=C1CC(C)(C)CC2=O (stereo unspecified) was read as Abeta rescue -2%, PTHR1 ag inactive, aSyn rescue -5%, GLP1R cytotox 10%, TDP-43 yeast inh 4%, GLP1R inv ag 21%, pAkt inh inactive, Mm-Cpn inhibitor 2% and FUS yeast rescue 20%.
Screening CC1(C)Cc2c(sc(NC(=O)COc3ccc(Cl)cc3)c2C(N)=O)C(C)(C)N1 returned Abeta rescue 4%, PTHR1 ag inactive, aSyn rescue 0%, GLP1R cytotox 5%, TDP-43 yeast inh -15%, GLP1R inv ag -8%, pAkt inh inactive, Mm-Cpn inhibitor -2% and FUS yeast rescue 12%.
`Cn1c(SCC(=O)c2ccc(F)cc2)nnc1-c1cccnc1` gave Abeta rescue 19%, PTHR1 ag inactive, aSyn rescue 1%, GLP1R cytotox -1%, TDP-43 yeast inh 7%, GLP1R inv ag 1%, pAkt inh inactive, Mm-Cpn inhibitor 1% and FUS yeast rescue 21%.
`COc1ccccc1N1CCN(C(=O)c2ccc([N+](=O)[O-])s2)CC1` gave Abeta rescue -7%, PTHR1 ag -13%, aSyn rescue 10%, GLP1R cytotox -7%, TDP-43 yeast inh 0%, GLP1R inv ag 0%, pAkt inh inactive, Mm-Cpn inhibitor 0% and FUS yeast rescue 10%.
Screening Cc1ccc(S(=O)(=O)N2CCC(O)(c3cccnc3)CC2)cc1 returned Abeta rescue 8%, PTHR1 ag inactive, aSyn rescue -6%, GLP1R cytotox -2%, TDP-43 yeast inh -24%, GLP1R inv ag 14%, pAkt inh inactive, Mm-Cpn inhibitor 1% and FUS yeast rescue -11%.
For Cc1cccc(NC(=O)CCn2nc(C)cc2C)c1 the results were Abeta rescue 6%, PTHR1 ag inactive, aSyn rescue 1%, GLP1R cytotox -16%, TDP-43 yeast inh 8%, GLP1R inv ag -6%, pAkt inh inactive, Mm-Cpn inhibitor 1% and FUS yeast rescue 4%.
For COc1cccc(C(=O)Nc2ccc(NC(=O)c3ccco3)nc2)c1 the results were Abeta rescue 20%, PTHR1 ag -5%, aSyn rescue 0%, GLP1R cytotox -5%, TDP-43 yeast inh -22%, GLP1R inv ag 39%[activator], pAkt inh inactive, Mm-Cpn inhibitor -2% and FUS yeast rescue 25%.
Screening COc1ccccc1C(=O)NCC(=O)N1CC=C(c2ccccc2)CC1 returned Abeta rescue -5%, PTHR1 ag -28%, aSyn rescue -8%, GLP1R cytotox -5%, TDP-43 yeast inh 21%, GLP1R inv ag 5%, pAkt inh inactive and Mm-Cpn inhibitor 0%.
`Cc1nc2cc3nc(C)sc3cc2s1` gave Abeta rescue -2%, PTHR1 ag -11%, aSyn rescue 0%, GLP1R cytotox 63%, TDP-43 yeast inh 24%, GLP1R inv ag 53%[activator], pAkt inh inactive, Mm-Cpn inhibitor 2% and FUS yeast rescue -11%.
`Cc1oc2ccc(NS(=O)(=O)c3cccc4cccnc34)cc2c1C(=O)OC(C)C` gave Abeta rescue 1%, PTHR1 ag -7%, aSyn rescue 3%, GLP1R cytotox -16%, TDP-43 yeast inh 8%, GLP1R inv ag -16%, pAkt inh inactive, Mm-Cpn inhibitor 1% and FUS yeast rescue -2%.
`CCN(C(=O)Cc1c(C(=O)O)[nH]c2ccccc12)c1ccc(OC)cc1` gave Abeta rescue 21%&1%, PTHR1 ag -8%&-33%, aSyn rescue 6%, GLP1R cytotox -5%&-6%, TDP-43 yeast inh -19%&17%, GLP1R inv ag inconclusive, pAkt inh inactive, Mm-Cpn inhibitor 2% and FUS yeast rescue 6%&-3%.
NS(=O)(=O)c1ccc(CCNC(=O)CCCCCn2c(=S)[nH]c3ccc(Br)cc3c2=O)cc1 was read as Abeta rescue 0%, PTHR1 ag -34%[inhibitor], aSyn rescue -3%, GLP1R cytotox -18%, TDP-43 yeast inh -4%, GLP1R inv ag -4%, pAkt inh inactive, Mm-Cpn inhibitor -26% and FUS yeast rescue 23%.
`CC(Oc1ccc(Br)cc1)C(=O)NCc1ccccn1` (stereo unspecified) gave Abeta rescue -15%, PTHR1 ag -15%, aSyn rescue 0%, GLP1R cytotox 16%, TDP-43 yeast inh -9%, GLP1R inv ag -4%, pAkt inh inactive, Mm-Cpn inhibitor 1% and FUS yeast rescue 1%.
`CCOC(=O)C(C)Sc1nc2c(c(=O)[nH]c(=O)n2C)n1CCc1ccccc1` (stereo unspecified) gave Abeta rescue -3%, PTHR1 ag -8%[57.5 µM], aSyn rescue 1%, GLP1R cytotox 2%, TDP-43 yeast inh 11%, GLP1R inv ag -8%, pAkt inh -103%*, Mm-Cpn inhibitor 2% and FUS yeast rescue 6%.

In the list so far, 2 contain a Cl atom.
NC(=O)C1(N2CCCCC2)CCN(C(=S)Nc2ccc(Cl)cc2)CC1 was read as Abeta rescue -2%, PTHR1 ag inactive, aSyn rescue -7%, GLP1R cytotox 5%, TDP-43 yeast inh -10%, GLP1R inv ag 26%, pAkt inh inactive, Mm-Cpn inhibitor 2% and FUS yeast rescue 9%.
Screening CC1(C)Cc2c(sc(NC(=O)COc3ccc(Cl)cc3)c2C(N)=O)C(C)(C)N1 returned Abeta rescue 4%, PTHR1 ag inactive, aSyn rescue 0%, GLP1R cytotox 5%, TDP-43 yeast inh -15%, GLP1R inv ag -8%, pAkt inh inactive, Mm-Cpn inhibitor -2% and FUS yeast rescue 12%.
